NSD2 HMT inh: blocks human histone methyltransferase NSD2; O96028; NSD2 peptide methylation, AlphaScreen, 120 min; inhibition, % at 12.5 µM; 0.54% of 310,000 active; in the data active = inhibition above about 50%
cardiac RTF act: cardiac RTF calcium sensitization. P19429+P45379. IANBD-labeled TnC RTF fluorescence at EC20 calcium; 0% EC20 calcium, 100% full calcium. activation, % at 7.2 µM. 0.24% of 340,000 active;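 active = activation above the mean over all tested compounds plus 3 SD, cut at about 30% in these data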;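 also: rise in fluorescence read as greater calcium sensitivity of cardiac thin filaments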
CDK5 inh: blocks human CDK5/p35 kinase activity | 0.01% of 330,000 active | inhibition, % at 10 µM | AID 488839 | Recombinant CDK5/p35, ADP-Glo luminescence, 60 min | Q00535+Q15078;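 active = highest replicate inhibition of at least 50% and at least 75% of replicates reaching 50%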;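 also: plate controls were DMSO neutral control for no effect and GW8510 at 10 µM for full effect; many of its hits are not listed in these tables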
Rtt109 Vps75: blocks Candida albicans Rtt109/Vps75 acetyltransferase activity. purified Rtt109/Vps75, ThioGlo CoA-SH fluorescence, 4 h. 0.16% of 330,000 active. Q5AAJ8. inhibition, % at 34.9 µM;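 active = inhibition of at least 50% in every replicate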
Target sequence (Q5AAJ8 whole entry, looked up): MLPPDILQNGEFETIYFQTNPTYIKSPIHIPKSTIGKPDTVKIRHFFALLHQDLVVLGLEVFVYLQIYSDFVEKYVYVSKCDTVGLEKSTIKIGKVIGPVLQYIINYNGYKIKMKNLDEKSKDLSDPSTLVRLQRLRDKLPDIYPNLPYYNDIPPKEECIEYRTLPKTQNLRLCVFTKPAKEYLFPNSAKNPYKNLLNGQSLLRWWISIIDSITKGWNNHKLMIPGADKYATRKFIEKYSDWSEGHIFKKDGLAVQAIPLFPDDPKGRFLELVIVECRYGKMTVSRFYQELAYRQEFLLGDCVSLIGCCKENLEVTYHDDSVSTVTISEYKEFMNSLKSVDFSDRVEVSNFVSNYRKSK
PvdQ acylase: blocks Pseudomonas aeruginosa PvdQ acylase activity; inhibition, % at 10 µM; 0.063% of 340,000 active; AID 488965; purified PvdQ acylase, fluorescence plate reader; in the data active = inhibition above about 30%, passing the limit was not always enough;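 also: 0% = vehicle neutral wells and 100% = reference inhibitor wells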
PfHsp90 yeast 2: growth inhibition of yeast expressing Plasmodium Hsp90 | AID 504621 | inhibition, % at 9.4 µM | S. cerevisiae expressing PfHsp90, BacTiter-Glo ATP, 48 h; yeast lacking PDR1 and PDR3 efflux regulators | 0.32% of 310,000 active;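 active = every replicate shows inhibition above about 80%, whatever the replicate mean, limit read from the data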;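 also: 0% = DMSO neutral controls and 100% = 20 µM radicicol positive controls; yeast relying on Plasmodium falciparum Hsp90 in place of its own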
LANA DNA inh: KSHV C-LANA DNA binding inhibition; 0.078% of 340,000 active; AID 504423; MBP-C-LANA/FAM-LBS DNA binding, fluorescence polarization; inhibition, % at 9 µM;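 active = highest replicate inhibition at or above 60% at 9 µM, even if other replicates fall short; inactive = all replicates below 60% inhibition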;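 also: 0% = neutral control wells and 100% = 4 µM acridine orange control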
Keap1-Nrf2 PPI: Keap1-Nrf2 (human) interaction inhibition; Q14145; Keap1 Kelch-Nrf2 peptide fluorescence polarization, 1536-well; inhibition, % at 9.4 µM; 0.15% of 340,000 active; in the data active = inhibition above about 12%;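 also: human Keap1 Kelch domain with fluorescein labeled Nrf2 9mer peptide probe; 0% = neutral control wells and 100% = peptide positive control; higher means more block of Keap1 binding to Nrf2 peptide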
dFosB act: activators of mouse delta FosB homodimer. P13346. purified delta FosB, TAMRA-CDK5 oligo fluorescence polarization; percent of positive-control signal above neutral wells. activation, % at 25 µM. 0.99% of 340,000 active;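 active = mean activation above about 17%, with every replicate also reaching it, limit read from the data, passing the limit was not always enough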;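 also: fluorescence polarization rise as delta FosB binds a TAMRA Cdk5 AP-1 oligo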
Target sequence (P13346 whole entry, looked up): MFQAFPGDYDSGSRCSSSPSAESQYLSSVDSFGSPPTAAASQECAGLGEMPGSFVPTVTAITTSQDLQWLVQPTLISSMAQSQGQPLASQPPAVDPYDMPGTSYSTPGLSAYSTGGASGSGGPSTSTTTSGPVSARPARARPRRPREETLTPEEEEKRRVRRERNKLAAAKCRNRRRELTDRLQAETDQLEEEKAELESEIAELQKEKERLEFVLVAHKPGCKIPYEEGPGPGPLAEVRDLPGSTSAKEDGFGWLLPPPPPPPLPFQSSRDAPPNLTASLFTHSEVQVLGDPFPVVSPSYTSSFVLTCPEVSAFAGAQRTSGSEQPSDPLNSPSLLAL
Mot1-301 SUMO: blocks SUMOylation pathway, rescuing yeast Mot1-301 growth. 1% of 320,000 active. AID 2716. growth rescue, % at 18.8 µM. S. cerevisiae Mot1-301 growth rescue, ATP luminescence, 38.5C; percent above DMSO median, 100 means doubled;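 active = every valid replicate shows activation above 250% relative to neutral control wells; inactive = the rest, any valid replicate at or below 250%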;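 also: OY570 slx delta 5 strain wells were the positive control but not used for scaling; some compounds called inactive have numbers as strong as hits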
Cardiac RTF inh: cardiac RTF calcium desensitization; P19429+P45379; IANBD-labeled cardiac RTF, Ca2+ fluorescence; inhibition, % at 7.15 µM; 0.12% of 340,000 active; AID 493244;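 active = inhibition above the mean inhibition of all tested compounds plus 3 SD, cut at about 17% in these data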;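 also: assay run at fixed EC70 calcium of 1.6 mM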
The depositor's hits bear a star; x = no result given.

SMILES | NSD2 HMT inh | cardiac RTF act | CDK5 inh | Rtt109 Vps75 | PvdQ acylase | PfHsp90 yeast 2 | LANA DNA inh | Keap1-Nrf2 PPI | dFosB act | Mot1-301 SUMO | Cardiac RTF inh
COCc1cc(/C=N\NC(=O)c2ccc(Cl)cc2)ccc1OC | -2 | -1 | 0.3 | 4 | 19 | 3 | 0.5 | 1 | -17 | 7 | 1
CS(=O)(=O)Cc1cccc(C(=O)NC2CCSc3ccccc32)c1 (centres undefined) | -7 | 10 | -0.7 | 0 | -11 | -9 | 1.1 | -3 | -6 | -15 | -6
Cc1cccc(-c2oc(C)c(C)[n+]2[O-])c1 | -2 | 3 | -1.4 | 9 | 6 | x | 0.6 | 2 | 0 | 42 | 4
CCOC(=O)N1CCN(c2ccc(N3C(=O)CCCC3=O)cc2[N+](=O)[O-])CC1 | -1 | -4 | 1.5 | 2 | -4 | 17 | 0.4 | 1 | -3 | -12 | 0
O=C1C2=C(C(c3ccccc3)=NCCN2)C(c2cccc([N+](=O)[O-])c2)N1c1ccccc1 (centres undefined) | 1 | -4 | -0.5 | 0 | 12 | -10 | 1.1 | 5 | -2 | -8 | -12
Cc1ccc2cccc(S(=O)(=O)Nc3c(C)n(C)n(-c4ccccc4)c3=O)c2n1 | -1 | -5 | -0.7 | -8 | -14 | x | 0.3 | -1 | 3 | -6 | -4
Cc1nnsc1NC(=O)OCc1ccc(C(C)(C)C)cc1 | -3 | -1 | -1.5 | 2 | -5 | 0 | -0.7 | -3 | 1 | -7 | 0
COC(=O)c1ccc(C2/C(=C(\O)c3ccc4c(c3)OCCO4)C(=O)C(=O)N2c2nnc(C)s2)cc1 (centres undefined) | -2 | -3 | -1.4 | 17 | -4 | -1 | 0.8 | -4 | -4 | 60 | -6
CC(=O)Nc1ccc(N(CC(O)Cn2c3ccccc3c3ccccc32)S(=O)(=O)c2ccc(C)cc2)cc1 (centres undefined) | -1 | 0 | 1.4 | 12 | 8 | 0 | -2.1 | -5 | 1 | 1 | -14
CC(CCl)OC(C)CCl (centres undefined) | x | -5 | -0.4 | -4 | -5 | -25 | 1.8 | 1 | 6 | -3 | -4
O=C(N=NC(=O)c1ccco1)c1ccc2c(O)n(N3C(=O)c4ccccc4C3=O)c(O)c2c1 | 1 | -1 | -2.5 | -15 | -6 | 8 | 0.4 | -8 | -5 | -2 | 6
Cc1ccc(C)c(-c2nnc(OCC(=O)Nc3cc(C)on3)c3ccccc23)c1 | 0 | -2 | -0.6 | 2 | 25 | -30 | 1.0 | -2 | -5 | -8 | -2
Cc1ccc(NC(=O)c2c3c(nc4ccccc24)CCC3)cc1S(=O)(=O)N(C)C | 1 | 5 | -1.0 | -2 | -7 | -36 | 1.0 | -3 | -20 | 332 | -16
O=C(CCNC(=O)N1CC(=O)Nc2ccccc21)Nc1cccc(Cl)c1 | 1 | 0 | -1.7 | 1 | -11 | -7 | 0.2 | -5 | -7 | -12 | -21
CC(C)C[C@H](NC(=O)NCCC1=CCCCC1)C(=O)O | x | 1 | -0.7 | 0 | -14 | 0 | -24 | 1 | -8 | -7 | 5
COc1cc(NC(=O)Cn2nc(-c3ccc(F)cc3)ccc2=O)ccc1-n1cnnn1 | 0 | 3 | -1.5 | 4 | -16 | -5 | -0.5 | -2 | 10 | x | -1
Cc1cccc(NCN2C(=O)C3C4C=CC(C4)C3C2=O)c1 (centres undefined) | -5 | 0 | 0.1 | 7 | -2 | 66 | 1.7 | 1 | -1 | -19 | -2
CC(=O)Nc1ccccc1/C=C/c1ccc2c(C)cc(C)c(O)c2n1 | 1 | 0 | 1.0 | 4 | -9 | -10 | -0.4 | -3 | 0 | 157 | -3
COc1ccc(C(=O)Nc2ccc(Cl)cc2C(=O)N2CCCC(C)C2)cc1 (centres undefined) | -4 | 4 | 1.9 | 5 | -5 | 17 | 0.4 | -2 | -5 | -14 | -3
CCN(c1ccc(NC(=O)COC(=O)c2cccs2)cc1)C(C)C | 7 | -4 | -0.4 | 31 | 5 | 4 | 0.2 | -6 | -8 | -2 | -3
COc1ccc(CC(NC(C)=O)C(=O)NC2CCN(C(=O)c3ccc(Cl)cc3)CC2)cc1 (centres undefined) | x | 3 | 0.3 | -6 | -8 | 10 | -0.9 | 1 | -2 | x | -7
Cc1ccc(S(=O)(=O)N2CCN(c3nccnc3C#N)CC2)cc1 | -9 | 2 | -0.3 | -8 | 4 | 5 | -0.5 | -4 | -3 | -25 | 3
Cc1ccc(C)c(N(CC(=O)NC(C)C)C(=O)CCC(=O)Nc2ccccn2)c1 | 0 | -1 | -1.7 | 2 | -10 | -2 | -1.1 | -3 | 3 | 10 | -2
CCOc1ccccc1-c1nc(-c2ccc(NC(=O)Cc3ccccc3OC)cc2)no1 | 9 | 1 | 0.0 | -6 | 6 | 14 | -1.4 | 1 | -3 | -18 | 18*
C=CCN1C(=O)C(Cc2cccc(Cl)c2)SC1=Nc1ccc(C(=O)O)cc1 (centres undefined) | 2 | 0 | -2.2 | x | -14 | -4 | -0.1 | 0 | -2 | -8 | 2
O=C(CSCc1ccc(Cl)c(Cl)c1)Nc1c[nH]c(=O)[nH]c1=O | -1 | -5 | 0.5 | 12 | -2 | -4 | -0.2 | -2 | 4 | 6 | 5
Cc1c(CCC(=O)O)c(=O)oc2cc3occ(-c4ccc(F)cc4)c3cc12 | 2 | -5 | 3.3 | 8 | 3 | x | -2.8 | 0 | -36 | 8 | 0
Cc1ccccc1OCC(O)CN1CCN(CCN2C(=O)c3cccc4cccc(c34)C2=O)CC1 (centres undefined) | 2 | 0 | -0.3 | 11 | -7 | 5 | -6.3 | 1 | 50* | -24 | -4
CCCN(CCC)C(=O)CC(c1ccccc1)c1ccco1 (centres undefined) | 3 | 1 | 2.0 | 16 | -20 | -4 | 1.7 | -4 | -9 | -24 | -3
CC(NC(=S)NNS(=O)(=O)c1ccc(C(C)(C)C)cc1)c1ccccc1 (centres undefined) | -1 | 3 | -3.7 | 6 | -8 | -19 | -1.0 | -4 | -9 | -6 | -10
O=C(COc1ccc(Br)cc1)Nc1cc(S(=O)(=O)N2CCCCC2)ccc1N1CCCCC1 | -1 | 3 | -0.9 | -8 | -11 | 5 | -0.8 | -3 | -8 | x | 2
Cc1ccc(Oc2nn[nH]n2)cc1 | 5 | -5 | -2.7 | 1 | -3 | x | -1.4 | -3 | 0 | 22 | -5
COc1cc(C(=O)NCc2cn3cccc(C)c3n2)cc(OC)c1OC | x | 4 | 0.1 | 0 | -12 | 24 | 0.8 | -6 | 2 | 1 | -1
O=C(CSc1nnc(C2CC2)n1CC1CCCO1)Nc1ccc(Cl)cc1 (centres undefined) | -2 | -5 | -3.1 | -1 | -13 | -11 | 1.0 | -3 | -6 | 59 | -14
CCN1CCN(C2=C(NS(=O)(=O)c3ccc(Br)cc3)C(=O)c3ccccc3C2=O)CC1 | 90* | -1 | 0.6 | 0 | -10 | 26 | 3.7 | -1 | -5 | 7 | -16
NC(=O)CC1SC(N)=NC1=O (centres undefined) | -1 | 2 | -0.8 | 7 | -18 | -2 | -0.4 | -2 | -11 | 200 | -3
Nc1cc(OC(=O)c2cccs2)nn1S(=O)(=O)c1ccccc1 | 2 | -4 | 0.3 | 0 | -8 | -12 | -0.2 | -2 | -7 | 445 | 5
COc1ccc(/C=C2\Oc3cc(OCC(=O)N4CC(O)C[C@H]4C(=O)O)ccc3C2=O)c(OC)c1OC (some centres undefined) | x | -5 | -0.9 | -3 | -6 | 16 | 1.1 | 5 | 7 | -4 | -4
COc1cc(NC(=O)c2cc(C)no2)cc(OC)c1OC | -1 | -4 | -0.9 | -2 | -8 | 8 | -2.1 | 1 | -3 | -18 | -1
COc1ccc(C2=NS(=O)(=O)N(C)C(C(=O)NC3CCCCC3)=C2)cc1 | x | 2 | 4.5 | 2 | 17 | -15 | -1.4 | -2 | -6 | 5 | -1
O=C(COC(=O)c1cc([N+](=O)[O-])ccc1N1CCOCC1)Nc1ccccc1OC(F)F | 6 | -1 | -1.1 | 11 | -5 | 16 | 1.5 | -1 | -8 | 7 | -6
O=C(CN1C(=O)NC2(CCSC2)C1=O)N1CCN(c2ccc(F)cc2)CC1 (centres undefined) | 4 | 6 | -1.5 | 7 | -11 | 2 | 1.7 | -8 | -1 | -19 | 4
COc1ccc(C(=O)NCC(=O)NCc2ccncc2)cc1 | -2 | -7 | 1.3 | 0 | -8 | -7 | 0.0 | 1 | -2 | 8 | 4
CCn1c(=O)c(CCC(=O)NCCN2CCOCC2)c(C)c2c(C)nn(-c3cccc(C)c3)c21 | 4 | -4 | -1.4 | -2 | -9 | 13 | -0.5 | -3 | -16 | 25 | 7
Cc1cccc(C(=O)NC2CC3CCCC(C2)N3Cc2ccccc2)c1 (centres undefined) | 1 | 4 | 0.5 | 5 | 13 | -4 | -0.5 | -4 | -2 | 21 | -4
Cc1cc(C)nc(SC(C)CNS(=O)(=O)c2ccccc2)n1 (centres undefined) | -3 | -1 | -0.7 | -8 | -12 | -29 | 1.1 | -1 | 0 | -13 | 1
CCOc1ccc(NC(=O)NCc2ccco2)cc1 | -1 | -1 | -2.1 | x | -7 | 28 | -0.9 | -4 | -1 | -5 | -3
O=S(=O)(Cc1ccccc1)Nc1ccc(S(=O)(=O)NCC2CCCO2)cc1 (centres undefined) | -1 | 11 | 0.3 | -11 | 6 | 6 | -0.1 | 0 | 0 | 60 | 0

Some entries already given, reduced to Cardiac RTF inh:
Compound	Cardiac RTF inh
CCn1c(=O)c(CCC(=O)NCCN2CCOCC2)c(C)c2c(C)nn(-c3cccc(C)c3)c21	7
O=S(=O)(Cc1ccccc1)Nc1ccc(S(=O)(=O)NCC2CCCO2)cc1 (centres undefined)	0
Nc1cc(OC(=O)c2cccs2)nn1S(=O)(=O)c1ccccc1	5

(next part)
SMILES | NSD2 HMT inh | cardiac RTF act | CDK5 inh | Rtt109 Vps75 | PvdQ acylase | PfHsp90 yeast 2 | LANA DNA inh | Keap1-Nrf2 PPI | dFosB act | Mot1-301 SUMO | Cardiac RTF inh
COc1cccc(C(=O)Nc2ccc(N3CCN(S(C)(=O)=O)CC3)cc2)c1 | -5 | -1 | 3.1 | x | 1 | -21 | 0.7 | 2 | -2 | 5 | 4
COc1ccc(NC(=O)CSc2nc3c(c(=O)n2-c2ccccc2OC)SCC3)cc1 | x | -5 | -1.1 | -5 | 5 | -8 | 0.2 | 2 | -6 | -3 | -1
Cc1ccc(N2C(=O)c3ccccc3C2Nc2ccc(S(=O)(=O)N3CCOCC3)cc2)nc1 (centres undefined) | x | 2 | -1.7 | 7 | -10 | -9 | -1.1 | 3 | -4 | -7 | -1
CCOC(=O)CCCSc1nc2sc3c(c2c(=O)[nH]1)CCC3 | -1 | -2 | -0.2 | 6 | 7 | -31 | 2.8 | 0 | 4 | 1 | -2
CCNC(=O)CN(CCc1ccccc1)S(=O)(=O)c1ccc(OC)cc1 | -2 | -4 | -1.1 | 1 | 6 | -122 | -0.7 | 1 | -4 | -9 | -2

Screening results (PubChem)
